FEN1 inhibitor = qHTS Assay for the Inhibitors of Human Flap endonuclease 1 (FEN1). P39748. Recombinant FEN1 flap cleavage, fluorescence, 15 min. Potency, µM (top dose mostly 114 µM), for inactives: at the top dose activity change, negative = inhibition, usual class: inhibitors. actives 0.35% (n = 390,000); further: nearly all actives have a fitted effect of over 65% in size
Target sequence (P39748 whole entry, looked up): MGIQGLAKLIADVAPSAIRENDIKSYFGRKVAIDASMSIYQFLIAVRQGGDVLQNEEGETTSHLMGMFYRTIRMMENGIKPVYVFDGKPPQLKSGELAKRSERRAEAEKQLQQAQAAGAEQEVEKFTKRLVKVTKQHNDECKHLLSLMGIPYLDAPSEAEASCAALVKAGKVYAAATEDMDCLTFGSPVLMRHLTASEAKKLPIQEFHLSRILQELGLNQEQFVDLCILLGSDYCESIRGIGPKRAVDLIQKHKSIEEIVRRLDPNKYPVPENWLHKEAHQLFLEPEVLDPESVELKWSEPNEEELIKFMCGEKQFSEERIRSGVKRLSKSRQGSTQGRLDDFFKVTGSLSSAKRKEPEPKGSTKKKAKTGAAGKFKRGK
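With each library titrated from low to high concentration, compounds met 10 nM FEN1 for 15 min at room temperature before 50 nM substrate was added; readings at 0 and 15 min fed four-parameter Hill curve fits.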
GCN5L2 inh = qHTS Assay for Inhibitors of GCN5L2 | Potency, µM (doses to about 58.9 µM), without a hit: at the highest dose activity change, negative = inhibition, usual class: inhibitors | Histone acetyltransferase KAT2A (Homo sapiens), Q92830 | GCN5L2 HAT assay, ThioGlo1 CoA-SH fluorescence | actives 0.21% (n = 390,000)
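Free CoA generated was detected with ThioGlo1 (50uM) fluorescence at Ex340nm/Em540nm, read immediately and after 20 min at room temperature. Enzyme, 20 nM in HEPES pH 7.5 buffer, saw compounds 15 min before adding 75uM H3(1-25) peptide and 70uM acetyl-CoA.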
N370S GC = qHTS Assay for Inhibitors and Activators of N370S glucocerebrosidase as a Potential Chaperone Treatment of Gaucher Disease | N370S GC spleen homogenate, 4MU-glucoside fluorescence | Lysosomal acid glucosylceramidase (Homo sapiens), P04062 | Potency, µM (series often up to 59.4 µM), without a hit: at the highest dose activity change, negative = inhibition, hits mostly inhibitors | actives 0.092% (n = 330,000);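 further: 0% = full enzyme activity and -100% = no enzyme basal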
An asterisk follows results filed as active; ? = inconclusive; . = not tested or not shown; & = joins results of further samples; [ ] = dose if it differs, or a comment. The call rests on the fitted dose curve; in most records, active means well fitted curve in the direction sought with a large enough effect; inconclusive means small, poorly fitted or top-dose-only effect, or another doubt; inactive means no such curve, though single readings can be large; an effect the other way counts as inactive or inconclusive. Unless noted, on the % scale 0 is the no-effect control and ±100 the full control effect; potency means the concentration at half of the fitted maximal effect.

Each structure is followed by: FEN1 inhibitor, GCN5L2 inh, N370S GC
Cc1cccc(OCCCC(=O)Nc2nnc(C3CCCO3)s2)c1C (stereo not drawn)
→ 8.0%, 0.1%, -1.8%
CC1=C(C(=O)Nc2ccc(C)cc2C)C(c2ccc(C)o2)NC(=O)N1 (stereo not drawn)
→ -6.9%, -3.9%, 14.4%
CCOc1ccc(N2CC(NC(=O)C(=O)c3c[nH]c4ccccc34)CC2=O)cc1 (stereo not drawn)
→ 18.0%, -14.6%, .
COc1ccc(CCNC(=S)N2CCC(Cc3ccccc3)CC2)cc1OC
→ -7.4%, -16.6%, -3.9%
COc1cc([N+](=O)[O-])cc(CN2CCCCC2)c1O
→ -1.2%, -7.8%, 1.0%
N#CCCN(C(=O)COC(=O)Cc1ccc(Br)cc1)c1ccccc1
→ -14.6%, -0.8%, -4.0%
CN(C)C(=O)c1ccc2c(c1[N+](=O)[O-])C(=O)c1ccccc1C2=O
→ -3.9%, 25.4%, 0.3%
Fc1ccc(NC(=S)N2CCc3ccccc32)cc1
→ -7.6%, -6.6%, -3.2%
Cc1cc(NC(=O)Nc2cc(Cl)sc2Cl)no1
→ -11.4%, -2.9%, 1.5%
COC(=O)c1ccc(Cl)c(NC(=O)CN(c2ccc(OC)c(OC)c2)S(C)(=O)=O)c1
→ -7.4%, -2.5%, 9.1%
CCOC(=O)c1cc(NC(=O)Nc2cc(C)ccn2)c(C)nc1C
→ -6.6%, -1.7%, 8.2%
COc1cccc(C2C(C(=O)Nc3cccnc3)=C(C)Nc3nc(SCc4ccccc4)nn32)c1 (stereo not drawn)
→ -3.0%, -0.5%, .
CC1C(=O)Nc2ccc(S(=O)(=O)N3CCN(c4cccc(C(F)(F)F)c4)CC3)cc2NC1=O (stereo not drawn)
→ 17.0%, -2.7%, -22.8%
Cc1ccc(NC(=O)CSc2nc(-c3ccco3)cc(C(F)(F)F)n2)cc1C
→ -1.1%&6.3%, 0.0%&-8.1%, 9.6%
O=C(NNC(=O)C1CCN(C(=O)Nc2ccccc2)CC1)c1ccc(F)cc1
→ -1.4%, -0.1%, .
Cc1ccc(S(=O)(=O)Cc2ccc(C(=O)N3CCC(C(N)=O)CC3)o2)cc1
→ 18.7%, 1.7%, -3.0%
CC(=O)Nc1nonc1-c1nnc(SCC(=O)Nc2cccc(F)c2)n1-c1ccccc1
→ -7.3%, 0.5%, .
c1ccc(Cc2ccc(OCCn3cncn3)cc2)cc1
→ 0.6%, -2.5%, 3.3%
CCCSc1nc2sc3c(c2c(=O)n1-c1ccc(C)cc1)CCCC3
→ -3.5%, 0.5%, .
O=C(OCN1C(=O)c2ccccc2C1=O)c1ccc(Cl)nc1
→ -10.6%, -4.7%, 2.6%
COc1ccc(NC(=O)CN(C)C(=O)c2ccc(OCc3ccccc3)c(OC)c2)cc1
→ 0.4%, -2.9%, 1.9%
COc1ccc(C2C3C(C)=NN=C3CC(C)(O)C2C(C)=O)cc1 (stereo not drawn)
→ 6.1%, 0.9%, 5.8%
COc1ccc(Br)cc1C1Nc2cccc3cccc(c23)N1
→ -16.9%, -15.1%, -3.0%
O=C(CN1C(=O)C2C3C=CC(C3)C2C1=O)Nc1nc2ccccc2[nH]1 (stereo not drawn)
→ -5.7%, -1.4%, 13.6%
CC(C)NC(=O)C1CCN(c2nc3ccccc3nc2C(F)(F)F)CC1
→ 18.5%, 34.1%[activator], .
Cc1cc(C)cc(OC(=O)CCN2C(=O)C3C4C=CC(C5CC45)C3C2=O)c1 (stereo not drawn)
→ -1.5%, -1.4%, -8.8%
CCc1nn(CC(=O)NC(C)c2ccccc2)c(=O)c2cc3sccc3n12 (stereo not drawn)
→ 4.5%, 0.7%, .
Cc1cc(C)c(S(=O)(=O)N2CCN(C(=O)c3ccc(-n4cncn4)c([N+](=O)[O-])c3)CC2)c(C)c1
→ -6.3%, 1.7%, -7.6%
CCC(=O)Nc1nnc(S(=O)(=O)N2c3ccccc3CC2C)s1 (stereo not drawn)
→ 22.9%&-2.2%, 1.6%&-6.5%, -4.3%
Cc1ccc(-c2ncns2)cc1
→ 12.1%, 0.4%, 1.3%
CC(=O)Cc1cc(O)c2ccccc2c1OC(=O)c1ccccc1
→ -23.9%, -7.0%, -28.1%
Cc1ccc(C(=O)NCC(c2ccco2)N2CCc3ccccc32)cc1C (stereo not drawn)
→ -6.1%, -4.9%, -1.8%
O=c1c(C=NCc2ccccc2)c(NCc2ccccc2)nc2ccccn12
→ -2.6%, ?, 6.4%
COc1ccccc1CC(NC(C)=O)C(=O)NC1CCN(C(=O)c2cccc(Cl)c2)CC1 (stereo not drawn)
→ 6.8%, -2.3%, -6.8%
O=C(O)CCC(=O)N1CCCC1
→ 13.5%, 0.4%, -3.9%
COc1ccc(Cn2c(O)c(C=Nc3ccc(OC)cc3)c3ccccc3c2=O)cc1
→ -7.7%, -7.5%, -19.4%
CCC(C)c1ccccc1OCCCCN1CCCC1 (stereo not drawn)
→ -5.2%, -5.3%, 15.8%
CCCCN(C(=O)c1ccc(NC(=O)C(C)C)cc1)c1ccccc1
→ -5.7%, -11.0%, 26.5%
Cc1ccc(NC(=O)CSc2nc3ccc(NC(=O)c4cccc(Cl)c4)cc3s2)c(C)c1
→ -6.1%, -7.7%, .
Cc1cccc2[nH]c(SCC(=O)N3CCOCC3)nc12
→ 2.3%, -8.9%, 3.6%
CC(=O)c1cccc(S(=O)(=O)N2CCC(C(=O)Nc3cccc(C(=O)NC4CC4)c3)CC2)c1
→ 23.5%, 2.3%, .
COC(=O)c1nn(-c2ccc(Cl)cc2)c(=O)cc1Sc1ccccn1
→ 0.3%, -3.1%, 0.8%
Cc1ccccc1C(c1c(C)n(C)n(-c2ccccc2)c1=O)c1c(C)n(C)n(-c2ccccc2)c1=O
→ -4.7%, -6.7%, .
CC(C)OC(=O)Cn1c(=O)oc2ccccc21
→ -5.3%, 1.8%, 21.1%
Nc1nonc1-n1nnc(C(=O)N/N=C/c2cccs2)c1CSc1ccccc1
→ -11.6%, -5.2%, -2.7%

Sorted by number of heavy atoms (rising): some entries from above.
Each structure is followed by: FEN1 inhibitor, GCN5L2 inh, N370S GC
Fc1ccc(NC(=S)N2CCc3ccccc32)cc1
→ -7.6%, -6.6%, -3.2%
O=C(OCN1C(=O)c2ccccc2C1=O)c1ccc(Cl)nc1
→ -10.6%, -4.7%, 2.6%
COC(=O)c1nn(-c2ccc(Cl)cc2)c(=O)cc1Sc1ccccn1
→ 0.3%, -3.1%, 0.8%

Single entries from the list.
FEN1 inhibitor result of `CCOc1ccc(N2CC(NC(=O)C(=O)c3c[nH]c4ccccc34)CC2=O)cc1` (stereo not drawn) : 18.0%
GCN5L2 inh result of `c1ccc(Cc2ccc(OCCn3cncn3)cc2)cc1` : -2.5%
FEN1 inhibitor result of `O=c1c(C=NCc2ccccc2)c(NCc2ccccc2)nc2ccccn12` : -2.6%
N370S GC result of `CC(C)OC(=O)Cn1c(=O)oc2ccccc21` : 21.1%

(listing goes on)
Each structure is followed by: FEN1 inhibitor, GCN5L2 inh, N370S GC
CCc1cc(=O)oc2c(C)c(OCC(=O)Nc3ccc(S(=O)(=O)N(CC)CC)cc3)ccc12
→ 1.5%, -4.6%, .
Cc1ccc(S(=O)(=O)/N=C(/Nc2nc(C)cs2)c2ccccc2)cc1
→ -1.7%, -2.6%, .
COc1ccc(-c2[nH]ncc2CN(C)Cc2cc(C)[nH]n2)c(F)c1
→ -12.1%, -13.9%, -15.4%
CC(=O)N1CCc2cc(Br)cc(S(=O)(=O)CCC(=O)N3CCN(c4cccc(C)c4C)CC3)c21
→ 16.8%, -12.6%, .
Cc1nn(C)cc1CNC(=O)c1cccc(Br)c1
→ -1.6%, -2.1%, 0.5%
CC(=O)Nc1ccc(NC(=O)C2CCN(S(=O)(=O)c3ccc4c(c3)CCCC(=O)N4)CC2)cc1
→ 3.8%, 29.2%, .
CCc1cc(=O)oc2cc(C)cc(OCC(=O)C(C)(C)C)c12
→ 3.9%, -3.8%, 10.9%
CCOc1ccc(OCCn2c(=S)[nH]c3c(N)ncnc32)cc1
→ -6.6%, -13.8%, -6.8%
O=C(NCc1cccnc1)c1cc(Sc2ccc(F)cc2F)nc2ccccc12
→ 3.1%, 27.9%, -6.0%
Cc1ccc2nc3c(cc(C#N)c(=O)n3-c3nccs3)c(=O)n2c1
→ -0.4%, -19.4%, ?
O=C(O)c1ccc2cccnc2c1O
→ 22.4µM*, -1.0%, -26.5%
Cc1cc(C)cc(NC(=O)c2c(C)oc3nc(C)nc(N4CCCC4)c23)c1
→ -2.3%, -4.1%, .
COc1cccc(NC(=O)c2ccccc2C(F)(F)F)c1
→ -0.3%, 4.2%, -2.8%
CC1(C)NC(=O)N(CC(=O)N2CCN(S(=O)(=O)c3ccccc3F)CC2)C1=O
→ 18.4%, -3.7%, .
O=C(NCc1n[nH]c(=O)c2ccccc12)C1CC(=O)N(c2ccccc2)C1 (stereo not drawn)
→ 5.0%, -4.4%, 5.4%

Fetched by structure from above (two):
Each structure is followed by: FEN1 inhibitor, GCN5L2 inh, N370S GC
Cc1cc(C)cc(NC(=O)c2c(C)oc3nc(C)nc(N4CCCC4)c23)c1
→ -2.3%, -4.1%, .
Cc1nn(C)cc1CNC(=O)c1cccc(Br)c1
→ -1.6%, -2.1%, 0.5%

(more compounds)
Each structure is followed by: FEN1 inhibitor, GCN5L2 inh, N370S GC
CNC(=O)C1CCC(Cn2c(=O)c3sccc3n(CC(=O)Nc3ccc(C)cc3C)c2=O)CC1 (stereo not drawn)
→ 18.9%, -2.9%, .
O=C(COc1ccc(F)cc1)Nc1c(C(=O)N2CCC(N3CCCCC3)CC2)oc2ccccc12
→ -4.2%, ?, -9.6%
COc1ccccc1Nc1nc(N)nc(CN(C)C2CCCCC2)n1
→ 0.9%, -6.6%, -19.7%
Cc1ccc2c(c1)N(C(=O)NCc1ccccc1)CCO2
→ 3.0%, -2.5%, .
CC(C)CNC(=O)COC(=O)c1ccc(Cl)c(S(N)(=O)=O)c1
→ -20.1%, -3.2%, 4.6%
C/C(CC(=O)Nc1ccccn1)=N\NC(=O)c1ccc2ccccc2c1
→ 0.3%, -9.8%, 3.1%
Cc1ccccc1-c1noc(-c2ccc(N3CCC(C)CC3)c([N+](=O)[O-])c2)n1
→ -7.1%, -1.4%, .
Cc1cc(C)nc(Nc2ncn[nH]2)n1
→ ., -3.3%, 6.5%
Cc1ccc(C(=O)C2CCN(CC(=O)Nc3ccc4c(c3)OCCO4)CC2)cc1
→ -19.4%, -0.9%, -8.4%
NS(=O)(=O)c1ccc(NNC(=O)c2ccc(Br)o2)c([N+](=O)[O-])c1
→ -6.0%, -7.1%, .
O=C(Nc1ccccc1N1CCCC1)c1ccc(N2CCCC2=O)cc1
→ -2.8%, -3.1%, 7.0%
Cc1ccc(CNC(=O)c2cc(S(=O)(=O)N3CCCC3)cn2C)cc1
→ 2.6%, -12.2%, -16.4%
O=C(c1cc(COc2ccc(F)cc2Cl)on1)N1CC2C[C@@H]3CC1C[C@H](C2)C3
→ 23.3%, -6.9%, 11.8%
CNC(=O)CSc1nc2c([nH]c3ccccc32)c(=O)n1CCOC
→ -0.7%, -3.3%, 16.6%
Cc1ccc(/C(O)=C2/C(=O)C(=O)N(c3ccccn3)C2c2ccc([N+](=O)[O-])cc2)cc1 (stereo not drawn)
→ -2.3%, -10.2%, -5.0%
O=C(NCCN1C(=O)C2C3C=CC(C3)C2C1=O)Nc1cccnc1 (stereo not drawn)
→ 0.6%, -2.9%, 9.2%
Cn1ccnc1CN1CCCCC1C(=O)Nc1ccc(Oc2cccnc2)cc1 (stereo not drawn)
→ 0.1%, -5.7%, 3.8%
CC(C)c1cc(C(=O)N2CCCC(N3CCN(c4ccc(F)cc4)CC3)C2)no1 (stereo not drawn)
→ -8.1%, -13.3%, -0.5%
CCOc1ccccc1OCC(O)CNC (stereo not drawn)
→ 12.4%, ., -8.3%
CCn1c(CC(=O)Nc2ccccc2F)nnc1SCC(=O)N1CCN(c2ccccc2)CC1
→ -9.2%, 0.9%, 1.5%
O=C(NNC1=NS(=O)(=O)c2ccccc21)c1ccccc1
→ 0.9%, 4.9%, -1.2%
O=C(Nc1cccc(Cl)c1Cl)c1ccncc1
→ 3.1%, -14.8%, -3.7%
COc1ccc(NC(=O)CSc2nc3sc4c(c3c(=O)n2-c2ccc(OC)cc2)CCN(C)C4)cc1
→ ?, -8.7%, -5.6%
Cc1cccc(/C=C2/Sc3ccc(C(=O)N4CCOCC4)cc3NC2=O)c1
→ -18.4%, -5.1%, -0.6%
O=C(Nc1ccc(F)cc1Cl)c1cnc(N2CCOCC2)c2ccccc12
→ 1.3%, -5.6%, .
CN1CCN(C(=S)c2ccc(Br)cc2)CC1
→ -5.7%, -4.3%, 0.3%
O=C(CSc1nnnn1-c1ccccc1)c1ccc(O)cc1O
→ -19.0%, 0.7%, 9.3%
CC(=O)c1ccc(N2CCN(C(=O)CCC(=O)Nc3ccc4nc(N5CCCCC5)cc(C)c4c3)CC2)cc1
→ 14.9%, -4.8%, .
